High-throughput results: PubChem BioAssay, National Center for Advancing Translational Sciences (NCATS)
Tb PYK inh: blocks Trypanosoma brucei pyruvate kinase; Q57TT1; TbPYK enzyme, Kinase-Glo Plus ATP luminescence, 45 min; Potency, µM (titrated, usually from 76.8 µM), inactives show at the highest dose activity, negative = inhibition, usual class: inhibitors; 0.12% of 410,000 active; further: potency means the concentration at half of the fitted maximal effect; on the % scale 0 is the no-effect control and ±100 the full control effect; nearly all actives have a fitted effect of over 50% in size
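Luminescent Kinase-Glo Plus end-point after 45 min room-temperature reaction of T. brucei pyruvate kinase started with 130 uM ADP (final). Buffer TEA 50 mM pH 7.2 with KCl, MgCl2, BSA, Tween-20; titration-based qHTS with fitted concentration-effect curves.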
AMA1-RON2 inh: disrupts binding of P. falciparum AMA1 to RON2. AlphaScreen AMA1-biotinylated RON2 peptide binding. Potency, µM (top dose mostly 58.2 µM), for the others: top-dose activity change, negative = inhibition, actives largely listed as inhibitors. 0.2% of 360,000 active;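 further: potency means the concentration at half of the fitted maximal effect; 0% = vehicle wells and -100% = peptide control; nearly all actives have a fitted effect of over 45% in size; some results filed as inactive show a strong effect at the top dose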
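AMA1 (3D7) with his tag at 25 nM final met compounds first, then biotinylated RON2 peptide at 25 nM; detection used donor plus acceptor beads, 10 µg/mL apiece, read by AlphaScreen after 30 min at room temperature.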
Shiga toxin inh: inhibitors of Shiga toxin in Vero cells | AID 2315 | 9.2% of 290,000 active | inhibition, % at 38.7 µM | Vero cells, Shiga toxin protein synthesis inhibition reporter; in the data active means inhibition mostly above about 28%, no sharp cut-off; inactive means mostly below about 43%; further: 0% is about no effect
Cycloheximide cs: counter-screen for Shiga toxin inhibitors: cycloheximide protein synthesis inhibition; AID 2314; max response, %; 12% of 300,000 active; cell reporter, cycloheximide protein synthesis inhibition counterscreen; in the data active means max response mostly above about 13%, no sharp cut-off; inactive means mostly below about 14%; further: read at 38.3 µM for the half of the compounds with a filed dose; 0% is about no effect
LmPK inh: blocks Leishmania mexicana pyruvate kinase activity; purified LmPK, Kinase-Glo ATP luminescence, 1 h; Potency, µM (series often up to 57.5 µM), for inactives: at the highest dose activity change, negative = inhibition, actives largely listed as inhibitors; 0.37% of 290,000 active; further: potency means the concentration at half of the fitted maximal effect; on the % scale 0 is the no-effect control and ±100 the full control effect
Target sequence (Q27686 whole entry, looked up): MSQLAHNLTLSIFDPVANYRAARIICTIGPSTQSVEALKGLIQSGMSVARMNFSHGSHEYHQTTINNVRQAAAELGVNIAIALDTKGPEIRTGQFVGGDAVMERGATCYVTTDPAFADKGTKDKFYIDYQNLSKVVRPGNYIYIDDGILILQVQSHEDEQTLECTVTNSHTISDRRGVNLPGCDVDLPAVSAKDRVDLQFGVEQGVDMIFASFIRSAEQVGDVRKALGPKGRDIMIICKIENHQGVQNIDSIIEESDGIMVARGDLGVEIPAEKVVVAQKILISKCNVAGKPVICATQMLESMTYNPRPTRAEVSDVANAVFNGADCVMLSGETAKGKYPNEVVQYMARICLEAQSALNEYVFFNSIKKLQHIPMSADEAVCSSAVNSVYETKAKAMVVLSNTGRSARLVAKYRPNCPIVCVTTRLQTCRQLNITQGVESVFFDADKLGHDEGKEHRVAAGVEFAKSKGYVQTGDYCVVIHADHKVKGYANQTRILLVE
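In 50 mM imidazole pH 7.2 with 7 mM MgCl2, LmPK (0.1 nM) turned over PEP (0.5 mM) and ADP (0.1 mM) for 1 h at room temperature. Luciferase read-out of ATP.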
Pf growth 96h: inhibits malaria parasite growth, 96 h | P. falciparum luciferase reporter growth, 96 h | Potency, µM (top dose mostly 28.7 µM), for inactives: at the top dose activity change, negative = inhibition, usual class: inhibitors | 6.9% of 320,000 active | AID 504834; further: potency means the concentration at half of the fitted maximal effect; on the % scale 0 is the no-effect control and ±100 the full control effect
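96 h incubation, 37 C, 5% CO2, of luciferase-reporter P. falciparum-infected RBCs (2% hematocrit, 0.05% parasitemia final) with test compounds; endpoint luminescence.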
Pf growth 48h: inhibits P. falciparum growth in the first generation, 48 h. P. falciparum luciferase growth in erythrocytes, 48 h. 5.9% of 310,000 active. Potency, µM (series often up to 28.7 µM), for the others: at the highest dose activity change, negative = inhibition, hits mostly inhibitors; further: potency means the concentration at half of the fitted maximal effect; on the % scale 0 is the no-effect control and ±100 the full control effect
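Firefly luciferase activity from engineered P. falciparum reports growth; inhibitors lower the luminescent signal. Cultures contained 2% hematocrit erythrocytes at 0.1% final parasitemia.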
The depositor's hits bear a star; ? = inconclusive; . = no result given; + = active, no number; & = joins results of further samples; [ ] = remark or other dose. Unless noted, the call rests on the fitted dose curve; in most records, active means well fitted curve in the direction sought with a large enough effect; inconclusive means small, poorly fitted or top-dose-only effect, or another doubt; inactive means no such curve, though single readings can be large; an effect the other way counts as inactive or inconclusive.

SMILES	Tb PYK inh	AMA1-RON2 inh	Shiga toxin inh	Cycloheximide cs	LmPK inh	Pf growth 96h	Pf growth 48h
CCCCN(C)CCC(=O)Nc1ccc(Cl)cc1	-0.8%	-5.9%	-5.6	-4.7	-2.6%	54.5%[activator]	-3.3%
COC(=O)COc1ccc(S(=O)(=O)NC2CCCCCC2)cc1	-2.4%	-5.4%	1.3	-1.1	0.1%	-2.9%	4.0%
CC(=O)n1cc(/C=C2/N=C(c3ccccc3)OC2=O)c2ccccc21	1.5%	7.2%	-6.4	1.0	0.1%	?	2.2%
CC(C)=NNc1nc(-c2ccc(N3C(=O)CCC3=O)cc2)cs1	-4.2%	38.8%[activator]	14.1	20.0*	3.5%	-1.1%	0.0%
COc1ccc(C(=O)Nc2cc(C(C)=O)c(/C=C/N(C)C)oc2=O)cc1	5.6%	-2.1%	41.3	12.3	-2.8%	140.8%[activator]	52.7%[activator]
O=C(OCc1cc(Cl)ccc1OC(F)F)c1cccnc1	2.1%	21.7%	-4.4	8.8	5.0%	1.7%	1.1%
COc1ccc2[nH]c3c(c2c1)CCN1C(=O)N([C@@H](C)C(=O)NC2CC2)C(=O)[C@]31C	0.8%	-7.3%	6.4	6.2	-0.3%	?	33.0%
O=Cc1c(Cl)cccc1Cl	3.1%	-1.0%	20.4	14.2	.	41.0%[activator]	48.8%[activator]
CCN(CC)S(=O)(=O)c1cc([N+](=O)[O-])ccc1N=Nc1c(O)n(C)c2ccccc12	-9.6%	9.7%	-14.2	-2.3	1.9%	37.8%[activator]	-12.5%
COc1ccc(N/N=C/c2c(O)n(-c3ccc(C)c(C)c3)c(=O)[nH]c2=O)cc1	-20.0%	3.7%[2.32 µM]	16.3	-2.3	-1.0%	-13.2%	4.6%
CC1(C)Oc2ccc3ccc(=O)oc3c2C(/C=N/O)C1=O (centres undefined)	1.5%	24.3%	10.3	-0.6	8.2%	5.3%	6.6%
CCOC(=O)C1C2C=CC3(CN(Cc4cccs4)C(=O)C13)O2 (centres undefined)	-5.2%	7.3%	-0.8	-1.0	4.2%	-18.5%[5.75 µM]	2.8%
O=C1OC(Oc2ccccc2)(c2ccccc2)c2ccccc21 (centres undefined)	0.2%	-1.4%	-5.5	0.5	-4.3%	-14.6%	?
Nc1ccc(C(=O)N/N=C/c2cn(Cc3cccc(F)c3)c3ccccc23)cc1	-10.4%	-20.3%	13.1	11.9	4.9%	-14.8%	-14.2%
COc1ccc(/C=C2\CCn3c2nc2cc(C(=O)O)ccc2c3=O)cc1	-1.4%	-19.2%	6.3	-3.8	-6.0%	-7.5%	.
CSCC[C@H](NC(=O)Nc1cccc(C(F)(F)F)c1)C(=O)O	8.3%	-0.9%	11.1	-0.4	-2.1%	.	17.1%
O=C(NCc1cccc(C(F)(F)F)c1)c1cc(Cl)cc(Cl)c1	-7.0%	25.8%	-20.3	3.5	-1.9%	16.1%	8.2%
N#CCCN(Cc1cccnc1)C(=S)NC(=O)c1ccc(S(=O)(=O)N2CCCC2)cc1	?	83.2%[activator]	-9.2	0.6	-0.8%	-10.9%	5.2%
COc1ccc(C(=O)NCc2ccccc2OC)cc1	-29.3%	2.1%	9.9	9.2	3.4%	5.22µM*	?
CCN(CC(=O)Nc1ccc(C(C)=O)cc1)CC(=O)Nc1ccccc1C(F)(F)F	-0.1%	39.6%[activator]	-3.2	-5.5	7.5%	-23.8%	9.0%
CCN(CC(=O)NC(=O)NCc1ccccc1)Cc1ccccc1	1.1%	23.5%	-6.0	0.6	-7.5%	10.9%	24.9%
CCCCn1nnc(NC(=S)NC(=O)c2ccc(OCC)c([N+](=O)[O-])c2)n1	0.0%	47.0%[activator]	-3.9	-2.0	0.7%	-3.0%	19.4%
COc1cc(NC(=O)CCS(=O)(=O)c2ccc3nc(C)sc3c2)cc(OC)c1OC	1.6%	0.0%	-1.3	-7.2	-2.7%	?	26.2%
COc1ccc(N2CCN(C3CCCN(C(=O)CCN4CCCCO4)C3)CC2)cc1 (centres undefined)	24.2%	-10.5%	-3.8	-2.3	-8.8%	3.3%	0.0%
O=C(Cn1cc(C(F)(F)F)ccc1=O)Nc1ccccc1	0.0%	5.2%	43.6*	11.6*	5.7%	71.8%[activator]	55.8%[activator]
COc1ccc(C2/C=C\CN(CC3CC3)CC(=O)N2Cc2ccc(F)cc2)cc1 (centres undefined)	-2.1%	33.7%[activator]	-12.1	5.9	1.4%	30.1%[activator]	31.1%[activator]
CCOC(=O)C1C(=O)C(C(=O)OCC)C(c2cccnc2)NC1c1cccnc1 (centres undefined)	-12.8%	9.6%	7.6	1.8	2.2%	66.6%[activator]	-20.0%
c1ccc(Oc2ccc3ccccc3n2)cc1	-7.7%	32.6%[activator]	129.8*	38.7*	-7.4%	8.1%	5.1%
COCCCN1C(=O)c2ccc(C(=O)N3CCN(c4ccccc4OC)CC3)cc2C1=O	3.3%	0.0%	10.0	-1.9	-5.4%	59.2%[activator]	-0.1%
Cc1ccc(-c2cc(C(=O)NC3=NCCS3)c3cc(Br)ccc3n2)o1	.	.	-9.4	-1.8	?	-7.2%	9.28µM*
COc1ccc(-n2nnc3c(=O)n(CC(=O)OCc4ccccc4)cnc32)cc1	-0.1%	5.9%	-7.2	0.5	1.3%	5.7%	15.5%
Cc1cc(Cl)ccc1Oc1cccc(C(=O)/C(C#N)=C/N(C)C)c1	0.9%	-4.4%	-10.6	-1.4	-0.9%	-12.7%	.
Cc1ccccc1S(=O)(=O)NCC1CCCO1 (centres undefined)	-0.9%	10.8%	.	-2.1	2.6%	35.1%[activator]	17.3%
NS(=O)(=O)c1ccc(N2CCN(CCOc3ccc(Cl)cc3)CC2)nc1	-5.9%	-14.7%	-10.8	-5.8	9.1%	-18.1%	-8.6%
COC(=O)CN1C(=S)N(c2ccc(Cl)cc2)C(=O)C1CC(=O)Nc1ccc(Cl)cc1 (centres undefined)	-13.1%	-3.4%	-9.4	-3.0	0.2%	9.6%	-5.2%
COc1ccc(-n2nnnc2CNC(=O)c2ccc(S(=O)(=O)N3CCOCC3)cc2)cc1	-1.6%	0.4%	.	.	.	?	12.7%
CC(C)(C)C(=O)Nc1ccc2c(c1)OCCOCCOc1cc(NC(=O)C(C)(C)C)ccc1OCCOCCO2	-5.7%	-0.8%	12.8	-7.5	-2.8%	41.8%[activator]	-17.2%
COc1ccc(C2=CSC3=NCCN23)cc1Cl	-0.8%	-1.8%	.	4.4	11.5%	?	0.0%
CCOC(=O)NC(Nc1nnc(C)s1)(C(=O)OCC)C(F)(F)F (centres undefined)	-1.1%	11.4%	-5.9	3.2	-8.1%	.	16.5%
CCN(CC)Cc1cc(O)c(CN(CC)CC)cc1O	10µM*	7.94µM*	-6.0	-1.1	-5.5%	31.8%[activator]	3.6%
COCCNC(=O)c1cn(Cc2c(F)cccc2Cl)nn1	-16.5%	-2.2%	15.1	5.1	-5.6%	-19.5%	2.7%
COc1cc(S(=O)(=O)Nc2ccc(C(=O)NCC(=O)O)cc2)ccc1NC(C)=O	-2.7%	11.0%	-6.6	-0.3	-1.8%	14.6%	-2.3%
CC(C)(C)c1ccc(C(=O)NCCCNC(=O)c2ccccn2)cc1	5.3%	63.8%[activator]	41.7*	10.5	8.6%	-19.5%	10.5%
COc1cc(C(=O)NCCC2=CCCCC2)cc(OC)c1OC	-2.1%	-5.3%	2.3	-2.2	-1.6%	125.7%[activator]	?
COc1ccc(-c2cc(C(F)(F)F)nc(SCCC(=O)N3CCCC3)n2)cc1	3.0%	-3.7%	-2.5	-0.9	5.1%	?	?
Cc1cccc(OCc2nc(-c3cccnc3)no2)c1	-1.9%	4.5%	+	15.3*	-7.9%	-3.5%	42.1%[activator]
Cc1c(CCOC(=O)CC23CC4CC(CC(C)(C4)C2)C3)sc[n+]1Cc1ccc([N+](=O)[O-])cc1	0.0%&-21.8%	5.2%&10.3%	21.1	-3.9	1.1%	33.7%[activator]	2.62µM*
Cc1ccc(-c2nnc3n2N=C(c2ccccc2Br)CS3)cc1	4.6%	-1.6%	-14.3	1.0	-0.9%	-1.1%	11.7µM*
Cc1cc(C)n2nc(C(=O)NCCc3ccccc3)nc2n1	-0.8%	8.0%	92.4*	68.3*	-0.2%	61.5%[activator]	.
CCOc1ccc(N(CC(=O)NC2CCCCC2)C(=O)CCCC(=O)Nc2ccccn2)cc1	0.1%	25.6%	-5.7	1.5	1.0%	?	-7.5%
C=CCn1ccc2c([N+](=O)[O-])cccc2c1=O	-3.8%	1.2%	11.3	-5.6	-7.9%	-13.0%	-11.5%
CC(CCc1ccccc1)NC(=O)c1cncc(Br)c1 (centres undefined)	-1.3%	-1.3%	-12.0	3.8	-3.9%	38.6%[activator]	.
COc1cc(Nc2ccccn2)cc(C(=O)Nc2cccc(C(F)(F)F)c2)c1	3.0%&-0.2%	-10.7%&-0.6%	7.6	2.4	-2.9%	25.5%	?
Cc1cnc(CNC(=O)c2ccc3oc(Cc4ccc(Cl)cc4)nc3c2)cn1	3.2%	9.9%	-1.3	3.7	5.5%	?	-17.6%
CCn1c(SCC(=O)Nc2nc(C)cs2)nnc1-c1cccnc1	2.9%	-0.1%	-9.3	-2.4	-2.1%	.	-12.8%
OC(CNCc1ccccc1)COCc1ccc(Cl)cc1 (centres undefined)	-8.2%	8.2%	3.1	7.4	2.6%	-6.2%	-75.6%
CN(C)CCCNC(=O)c1cc(C(=O)Cc2ccc(Cl)cc2)c[nH]1	1.5%	-2.4%	-5.5	0.7	3.9%	?	?
Cc1ccccc1N(Cc1cc(=O)[nH]c2ccccc12)C(=O)CCl	.	.	0.4	9.9	-7.1%	1.85µM*	4.65µM*
CNCCCc1ccccc1	3.0%	3.1%	22.8	-3.4	-3.0%	162.0%[activator]	14.5%
Cc1ccccc1Cn1c(CN2CCN(C(=O)c3ccco3)CC2)nc2c1c(=O)n(C)c(=O)n2C	-7.2%	6.8%	-13.4	-2.5	2.9%	?	?
Cc1csc(NC(=O)C(C)Oc2ccc(Cl)cc2C)n1 (centres undefined)	1.9%	-3.6%	.	.	.	?	13.1µM*
COC(=O)c1c(C)[nH]c(C(=O)C(Cc2ccccc2)N(C)C)c1C (centres undefined)	0.6%	-14.3%	95.8*	26.0*	12.3%	.	2.2%
C=CCc1cc(C)ccc1OCC(O)CN1CCN(c2ccccc2)CC1 (centres undefined)	14.3%	-25.7%	32.6*	-2.4	-1.3%	-0.8%	-51.7%

A draw from above in order of molar mass, rising.
SMILES	Tb PYK inh	AMA1-RON2 inh	Shiga toxin inh	Cycloheximide cs	LmPK inh	Pf growth 96h	Pf growth 48h
O=Cc1c(Cl)cccc1Cl	3.1%	-1.0%	20.4	14.2	.	41.0%[activator]	48.8%[activator]
CC1(C)Oc2ccc3ccc(=O)oc3c2C(/C=N/O)C1=O (centres undefined)	1.5%	24.3%	10.3	-0.6	8.2%	5.3%	6.6%
CC(=O)n1cc(/C=C2/N=C(c3ccccc3)OC2=O)c2ccccc21	1.5%	7.2%	-6.4	1.0	0.1%	?	2.2%
